# KDM5B inhibitor – KDM5B demethylase inhibition. Q9UGL1. KDM5B demethylase, FDH-coupled NADH fluorescence (FDH is formaldehyde dehydrogenase). Potency, µM (highest dose often 57.7 µM), without a hit: at the highest dose activity change, negative = inhibition, hits mostly inhibitors. 2.6% of 220,000 active. AID 1347165; active = well fitted inhibition curve with a large enough effect; inconclusive = small, poorly fitted or top-dose-only effect; inactive = no such curve, though single readings can be large or run the other way; also: 0% is about no effect; nearly all actives have a fitted effect of over 70% in size
# Target sequence (Q9UGL1 whole entry, looked up): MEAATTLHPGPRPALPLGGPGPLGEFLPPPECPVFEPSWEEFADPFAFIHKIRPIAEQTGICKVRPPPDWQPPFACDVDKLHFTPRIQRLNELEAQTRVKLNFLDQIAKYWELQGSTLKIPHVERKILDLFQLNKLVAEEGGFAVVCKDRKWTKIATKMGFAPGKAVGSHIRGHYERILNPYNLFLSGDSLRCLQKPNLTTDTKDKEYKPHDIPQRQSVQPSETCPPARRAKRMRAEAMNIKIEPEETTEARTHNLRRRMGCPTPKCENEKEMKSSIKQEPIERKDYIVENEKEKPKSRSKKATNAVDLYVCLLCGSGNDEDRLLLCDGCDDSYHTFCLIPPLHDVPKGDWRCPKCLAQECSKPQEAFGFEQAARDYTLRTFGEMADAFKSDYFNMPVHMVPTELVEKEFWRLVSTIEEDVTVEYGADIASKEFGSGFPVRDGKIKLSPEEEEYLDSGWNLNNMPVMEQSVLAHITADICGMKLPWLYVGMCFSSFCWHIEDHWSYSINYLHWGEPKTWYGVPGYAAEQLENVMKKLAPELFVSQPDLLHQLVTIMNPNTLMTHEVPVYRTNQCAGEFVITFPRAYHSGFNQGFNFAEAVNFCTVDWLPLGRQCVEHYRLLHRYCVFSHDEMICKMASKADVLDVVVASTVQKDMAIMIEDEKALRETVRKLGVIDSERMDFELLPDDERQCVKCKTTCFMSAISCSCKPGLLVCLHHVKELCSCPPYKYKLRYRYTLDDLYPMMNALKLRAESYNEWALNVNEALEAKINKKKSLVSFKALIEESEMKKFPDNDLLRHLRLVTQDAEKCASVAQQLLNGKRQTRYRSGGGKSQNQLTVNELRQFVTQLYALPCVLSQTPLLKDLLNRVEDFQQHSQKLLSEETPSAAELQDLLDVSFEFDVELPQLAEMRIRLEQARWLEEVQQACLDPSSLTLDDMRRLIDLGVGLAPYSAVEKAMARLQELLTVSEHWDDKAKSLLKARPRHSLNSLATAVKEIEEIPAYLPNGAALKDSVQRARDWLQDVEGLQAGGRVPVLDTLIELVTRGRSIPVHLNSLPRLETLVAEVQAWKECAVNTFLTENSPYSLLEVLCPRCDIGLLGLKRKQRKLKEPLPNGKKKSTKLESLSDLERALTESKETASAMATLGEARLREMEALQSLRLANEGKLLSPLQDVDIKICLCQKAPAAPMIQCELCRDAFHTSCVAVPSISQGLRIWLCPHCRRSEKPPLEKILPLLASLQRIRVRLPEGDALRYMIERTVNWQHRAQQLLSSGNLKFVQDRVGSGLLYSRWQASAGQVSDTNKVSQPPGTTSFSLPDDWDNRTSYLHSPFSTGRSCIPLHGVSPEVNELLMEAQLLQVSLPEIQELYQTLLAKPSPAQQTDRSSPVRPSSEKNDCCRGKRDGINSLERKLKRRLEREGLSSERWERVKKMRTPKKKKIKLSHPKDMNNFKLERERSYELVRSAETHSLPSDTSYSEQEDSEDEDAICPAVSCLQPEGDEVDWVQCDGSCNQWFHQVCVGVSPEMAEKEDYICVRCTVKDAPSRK
#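 KDM5BΔAP (200 nM final) in 50 mM HEPES pH 7.5, 0.01% Tween-20 was preincubated 10 min at RT with compound over a concentration range. Substrate mix (H3K4me3 12.5 µM, α-KG 25 µM, Fe²⁺, ascorbate, NAD⁺, FDH) was added, and NADH fluorescence change over 30 min gave dose-response curves.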
# * marks the source's active call; other numbers are inactive results; ? = inconclusive; & = joins results of further samples; [ ] = remark or other dose. Potency is read from the fitted curve at half-maximal effect.
compound,KDM5B inhibitor
COCc1nn2c(c1-c1ccccc1)NC(=O)CC2C(=O)Nc1ccc(OC)c(Cl)c1 (stereo not given),-13%
Cc1cnc2c(S(=O)(=O)N(C)CC(=O)Nc3cccc(C)c3C)cccc2c1,13%
Cc1c([N+](=O)[O-])c(C(=O)Sc2ccc(Br)cc2)nn1C,?
COC1CCCN(c2ncnc3c2CCN(C(=O)c2ccoc2)CC3)C1 (stereo not given),-21%
CN1C(=O)CC[C@]2(C(=O)NCc3cc(F)cc(F)c3)CCCC[C@@H]12,-7%
CCNC(=O)N(C1CC1)C1CCOC2(CCN(C(=O)NCc3ccc(F)cc3)CC2)C1 (stereo not given),38%[activator]
Cc1sc2cc(C(=O)NC3CC3)[nH]c2c1CN1CCCCC1,-13%
O=C(N/N=C/c1cc(Br)ccc1O)c1ccncc1,?
COc1ccc(-c2noc(-c3cccn3CC(=O)NC3CCCCC3)n2)cc1F,19%
CNC(=O)[C@@H]1CN(S(=O)(=O)c2cnc[nH]2)C[C@H]1c1nc(C)no1,-19%
CCCC(=O)Nc1nc2c(C)c(Cl)ccc2s1,20%
Cc1ccc(NC(=O)c2sc3ncnc(N(C)C4CCCCC4)c3c2C)c(C)c1,2%
O=S(=O)(c1ccc(Cl)s1)N1CCOc2ccc(COCc3ccccc3)cc2C1,-2%
Cc1ccc(CNC(=O)C2CCC(CNc3c(N4CCC(C)CC4)c(=O)c3=O)CC2)cc1 (stereo not given),15%
COc1ccc(Nc2oc(/C=C/c3cc(OC)c(OC)c(OC)c3)nc2C#N)cc1,?
CC(C)CNC(=O)CSc1nnc(COc2ccccc2Cl)o1,2%
CCCCCCC(=O)Nc1ccc(C)cc1C,18%
Cc1cc(C)c(NC(=O)CSc2nc(=O)n(Cc3ccco3)c3c2CCC3)c(C)c1,-7%
CCN(Cc1nc(-c2ccc(OC)c(OC)c2)no1)C(=O)Nc1cccc2ccccc12,?
Cc1cccc(NS(=O)(=O)c2ccc3c(c2)CCC(=O)N3)c1,16%
COc1ccc(CNC(=O)CN2CC3CC(C2)[C@H]2CCCC(=O)N2C3)cc1 (stereo not given in full),23%
CC(C)N(C(=O)Cn1cc(SCC(=O)Nc2ccccc2C(F)(F)F)c2ccccc21)C(C)C,-26%
O=C(c1ccncc1)N1CCC(c2nc(-c3cccnn3)no2)CC1,5%
COc1ccc(NC(=O)CS(=O)(=O)c2cn(CC(=O)N3CCCC3)c3ccccc23)c(OC)c1,17%
CCCCNC(=O)c1cccc(NC(=O)c2ccc(F)cc2)c1,25%
CC(=O)Nc1ccc(CN2C(=O)OC3(CCN(Cc4ccc(C#N)cc4)CC3)C2(C)c2ccccc2)cc1 (stereo not given),?
CC1CCN(c2c(NCC3CCC(C(=O)NCCC4=CCCCC4)CC3)c(=O)c2=O)CC1 (stereo not given),-7%
CCOc1ccccc1NC(=O)Cn1cccc1-c1nc(-c2ccc(OC)c(F)c2)no1,14%
CCc1ccc(CNCc2ccc(OCC(O)CN(C)Cc3ccccc3)cc2)nc1 (stereo not given),13%
CC(=O)c1c(C)nc(C2CC2)nc1SCC(=O)NC1CC1,4%
C=CCN1C(=O)/C(=c2\sc3nc(=O)c(Cc4ccc(OC)c(OC)c4)nn3c2=O)c2ccccc21,?
COc1ccccc1CNC(=O)C1CCN(S(=O)(=O)c2ccc3c(c2)CCCN3C(C)=O)CC1,17%
Cc1cccc(CNC(=O)CN2CC3CC(C2)[C@H]2CCCC(=O)N2C3)c1 (stereo not given in full),6%
NCc1ccc(-c2cccc(Cl)c2)cc1,7%[149 µM]
CC(=O)c1cccc(NS(=O)(=O)c2cc(-c3nc(-c4ccccc4)no3)sc2C)c1,9%
CN(Cc1cccnc1)Cc1nc(C2(O)CCN(C(=O)c3cccc(F)c3)CC2)cs1,-5%
Cc1ccc(NC(=O)c2cnc3sc(N4CCOCC4)nn3c2=O)cc1N(C)C,5%
Cc1cccc(CS(=O)(=O)C(C)C(=O)N(C)Cc2cccc(F)c2)c1 (stereo not given),10%
O=C(NC1CCCCCCC1)c1ccccc1C(F)(F)F,10%
CCN1C(=O)C2(CCN(C(=O)c3ccc(OC(C)C)cc3)CC2)c2ccccc21,-10%
C[n+]1ccccc1/C=C/c1ccc([N+](=O)[O-])cc1,1%
Cc1ccc(C2=NC(c3ccc(F)cc3)=Nc3ccc(Cl)cc3N2)o1,-18%
COc1ccc2c(c1)OCC(CNC(=O)c1ccc(N3CCN(C)CC3)cc1)C2 (stereo not given),-27%
CCOc1ccc(/C=C\C(=O)NC23CC4CC(CC(C4)C2)C3)cc1,-17%
O=C(Cc1ccc(NC(=O)N2CCSc3ncccc32)cc1)NCc1cccc(Cl)c1,?
O=S1(=O)CCN(Cc2c(F)cccc2F)c2c(F)nc(N3CCOCC3)c(F)c21,-15%
Cc1[nH]c2ccc(C(=O)N(C)C3CCS(=O)(=O)C3)cc2c1C (stereo not given),9%
COc1ccc(CCNC(=O)CCn2c(=O)c3ccccc3n(CC(=O)Nc3cccc(C)c3)c2=O)cc1OC,-4%
CCc1cccc(NC(=O)CSc2nncn3c2cc2sccc23)c1,-21%
Cc1ccc(C(=O)c2sc(Nc3cccc(Cl)c3)nc2N)cc1,-3%
COC1CCN(C(=O)c2cnc3c(c2)N(Cc2ccccc2)CCC3)CC1,40µM*
O=C(NCC1(c2ccccc2)CC1)c1cc(=O)c2ccccc2o1,0%
O=C(NC1CC(c2nnc(CO)n2C2CC2)C1)c1nc2ccccc2[nH]1 (stereo not given),32µM*
Cc1cc(C)cc(C(=O)NCCn2nc(-c3ccc(F)cc3)ccc2=O)c1,-24%
COc1cccc(Oc2nc(-c3ccncc3)nc3ccccc23)c1,-2%&-14%
Cc1cccc(NC(=O)C(C)OC(=O)c2cc[n+]([O-])cc2)c1 (stereo not given),14%
COCCn1c(C)cnc1CCNS(=O)(=O)c1cc(OC)ccc1OC,12%
O=C(NCc1ccccc1F)C1CCN(c2nnc(-n3cccc3)s2)CC1,-20%
CC(NS(=O)(=O)c1ccc(F)cc1F)C(=O)N1CCCC1 (stereo not given),10%
CCOc1ccc(CN2CCc3nc(N4CCN(c5ccccn5)CC4)ncc3C2)cc1OC,?

# Next section.
compound,KDM5B inhibitor
Cc1cnc(C(=O)NC2C[C@H]3CC[C@@H](C2)N3C(=O)c2ccc(C)s2)cn1 (stereo not given in full),19%
CN1CCC(NCC2(COc3ccc(C(F)(F)F)cn3)C[C@@H](O)[C@@H](O)C2)CC1 (stereo not given in full),1%
CCOC(=O)N1CCN(CCC(=O)Nc2cccc(F)c2)CC1,7%[11.5 µM]
CCS(=O)(=O)Nc1ccc(N2CCCC(CN3CCCC3)C2)c(C(=O)O)c1 (stereo not given),1%
O=C(NCCCn1ccnc1)c1ccc(-c2ncc3cnc(-c4ccccc4)cn23)cc1,32µM*
Cn1nc(C2CCN(C(=O)c3ccccn3)CC2)c2c1CCOC2,1%
O=C(Nc1c(NCc2ccccc2)c2ccccc2oc1=O)c1ccccc1Br,-12%
COc1c(C)cc(C(=O)C2CCCN(C(=O)CCCn3cncn3)C2)cc1C (stereo not given),-13%
NCc1ccc(COc2ccccc2)cc1,15%
CCC(C)NC(=O)c1cc2n(n1)CC(c1ccc3c(c1)OCO3)OC2 (stereo not given),-12%
Cc1nsc(NC(=O)N2CCC(C(C)O)CC2)n1 (stereo not given),31%
COc1ccc(N(CC(=O)N2CCN(c3ccccc3F)CC2)S(=O)(=O)c2c(C)noc2C)cc1,?
N#C/C(=C(/O)c1ccco1)c1nc2ccccc2s1,-15%
Cc1cc(C(C)(C)C)ccc1OCC(O)Cn1nc(-c2cccs2)oc1=O (stereo not given),-8%
CC(C)(O)C#Cc1ccc(C(=O)N2CCC(O)(c3ccccn3)CC2)cc1,23%

# Part of the list above, with each value named.
NCc1ccc(COc2ccccc2)cc1
  KDM5B inhibitor = 15%
COc1ccc(N(CC(=O)N2CCN(c3ccccc3F)CC2)S(=O)(=O)c2c(C)noc2C)cc1
  KDM5B inhibitor = ?
Cc1cnc(C(=O)NC2C[C@H]3CC[C@@H](C2)N3C(=O)c2ccc(C)s2)cn1 (stereo not given in full)
  KDM5B inhibitor = 19%
CCC(C)NC(=O)c1cc2n(n1)CC(c1ccc3c(c1)OCO3)OC2 (stereo not given)
  KDM5B inhibitor = -12%

# Carrying on:
compound,KDM5B inhibitor
CSc1ccc(CN(C)CC(=O)NC(=O)NCc2ccco2)cc1,-15%
CC(=O)c1ccc(NC(=O)CSc2nc(C3CC3)nc3ccccc23)cc1,1%
CCOC(=O)C1(Cc2cccc(Cl)c2)CCCN(C(=O)c2cc(CC)on2)C1 (stereo not given),8%
CCC1CCCCN1CCN1C(=O)C2C(C(=O)Nc3cccc(OC)c3)C3C=CC2(O3)C1C(=O)NC1CCCCC1 (stereo not given),7%
O=C(COc1ccccc1)Nc1c2c(nn1-c1ccccc1)CS(=O)C2 (stereo not given),23%
CCC(Sc1nc2ncccc2o1)C(=O)Nc1ccc(OC)c(OC)c1 (stereo not given),3%
O=C(COC(=O)c1ccc(N2CCCC2=O)cc1)c1ccc2c(c1)CCC2,1%
COc1ccc(-c2nn(C)c3sc(C(=O)N4CCN(c5cccc(Cl)c5)CC4)cc23)cc1OC,?
Cc1ccc(C(=O)N(Cc2ccco2)Cc2ccco2)cc1,-23%
Cc1ccccc1Cc1nc(-c2nnn3c2COC(c2ccc(Cl)cc2)C3)no1 (stereo not given),-16%
OCCOCCn1cnc(-c2ccccc2)c1-c1ccc(-n2cccn2)cc1,32µM*
Nc1nc(NCc2ccco2)nc(N2CCOCC2)c1[N+](=O)[O-],-6%
COCCNC(=O)/C(C#N)=C/c1ccc(O)cc1,11%
COc1cccc(S(=O)(=O)N2CCCCCNC(=O)CC2c2ccccc2)c1 (stereo not given),20%
COc1ccc(C(=O)c2cn(Cc3cccc(C)c3)c3cc4c(cc3c2=O)OCO4)cc1,11%
COc1cc(OC)c(/C=N/O)cc1Br,21%
Fc1ccccc1-c1ncc[nH]1,-14%[287 µM]
CN(C(=O)c1cc(C2CC2)[nH]n1)C1CCc2nn(CC3CC3)c(=O)n2CC1 (stereo not given),3%
CCC1(O)CCC12CCN(C(=O)C1CC1)CC2 (stereo not given),1%
O=C(Nc1ccc(Cl)cc1)[C@@H]1COCC(=O)N1Cc1ccc(F)cc1,4%
COc1ccc(-c2coc3cc(OCCN4CCN(CCO)CC4)ccc3c2=O)cc1,-9%
COc1ccc(-c2nc(CSc3nncn4c3cc3occc34)c(C)o2)cc1,?
CCCCOc1ccc(Cn2c(=O)oc3ccc(C)cc32)cc1OC,-6%
CCC(=O)NCCC1CCN(C(=O)Nc2ccccc2F)CC1,-6%
CS(=O)(=O)Nc1cc(-c2noc([C@@H]3CCCN3Cc3ccccc3F)n2)ccn1,?
COc1ccc(NC(=O)C2=CC(c3ccccc3OC)=NS(=O)(=O)N2C)cc1OC,15%
CCOc1ccccc1CN1CCCC2(Cc3ccccc3CNC2=O)C1 (stereo not given),13%[115 µM]
NC(=O)c1cccc(CN2CCC3(Cc4ccccc4N(C(=O)c4ccc(Cl)cc4)C3)C2)c1 (stereo not given),7%[115 µM]
Cc1ccc(-c2ccc(=O)n(Cc3noc(C(=O)NCc4ccco4)n3)n2)cc1C,-16%
COc1ccc(CCC(=O)N2CCn3c(nnc3[C@@H]3C[C@@H](O)CN3C(C)C)C2)cc1,-5%
Clc1ccc(-c2cnc([C@@H]3COCCN3Cc3c[nH]c4ccccc34)[nH]2)s1,-5%[86.2 µM]
O=C(NCCCN1CCCC1)c1ccc(-c2ccc(N3CCCCC3)nc2)cc1,22µM*
O=C(c1ccc(F)c(F)c1)N1C[C@@H](CO)[C@H](c2ccccn2)C1,19%
COc1ccc(OCC(=O)Nc2nnc(S(=O)(=O)N3CCCCCC3)s2)cc1,1%
O=C(/C=C/c1ccc(N(c2ccccc2)c2ccccc2)cc1)c1cccc(C(F)(F)F)c1,21%
O=C(C1CCCN1)N1CCN(Cc2ccc(=O)n(CC3CC3)c2)CC1 (stereo not given),-22%
COCc1ccc(C(=O)N2CCc3[nH]nc(-c4ccccc4F)c3C2)s1,28%
C=CCNC(=O)c1cn2c(n1)CN(C(=O)c1ccccc1F)CC2,15%[149 µM]
CC[C@H]1CN(C(=O)c2ccc(F)cc2)CC[C@H]1CC(=O)NCCOC,6%[86.2 µM]
Cc1cccc(-c2noc(-c3cccc(F)c3)n2)c1,28%
O=C(CN1CCOC1=O)N1CCCC(c2ccccc2)(c2ccccc2)C1,54%[activator]
O=C1CCN(S(=O)(=O)c2ccccc2)CCCN(C(=O)CCCc2ccccc2)CCN1,-6%
Cc1ccc(CNC(=O)Cc2c(C)c3cc4c(C)coc4cc3oc2=O)cc1,-27%
Cc1cc(C)c(/C=N/NC(=O)c2ccccc2)c(C)c1,?
CC(C)c1noc(C2CCCN(S(=O)(=O)c3ccc4c(c3)CCC4)CCC(=O)NCC2)n1 (stereo not given),13%
CC(=O)c1ccc(NC(=O)C2CCC(CNS(=O)(=O)c3cccs3)CC2)cc1 (stereo not given),?
COc1ccc(Cl)cc1NC(=O)CSc1nc2c(c(=O)n1C)SCC2,15%
O=C1c2ccccc2NC(c2csc(-c3cccc(Br)c3)n2)N1C1CC1 (stereo not given),?

# Bioassay records as filed in PubChem.

# Only part of the results is shown. The share of hits here may be higher or lower than overall.
